# Compound activity from PubChem BioAssay.
# PHOSPHO1 block = inhibitors of human PHOSPHO1 phosphatase | Q8TCT1 | recombinant PHOSPHO1, absorbance phosphatase assay | inhibition, % at 13.3 µM | actives 1.1% (n = 290,000); in the data active = inhibition above about 60%
# IDE act = IDE (human) activation, cell-based; activation, % at 5.96 µM; P14735; actives 0.073% (n = 340,000); HEK cells, FAbeta-B cleavage, fluorescence polarization; 0% vehicle, 100% cell-free pure enzyme wells;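 active = activation above the mean of all tested compounds plus 3 SD, set per screening campaign, cut at about 17% in these data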
# DNA FID counter = counter-screen for HCV NS3 helicase inhibitors: DNA intercalator displacement; DNA fluorescent intercalator displacement, fluorescence; inhibition, % at 7.9 µM; actives 0.17% (n = 290,000); AID 1845; in the data active = inhibition above about 37%;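 also: 0% = vehicle and 100% = reference compound; higher means more ethidium bromide displaced from hairpin DNA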
# IMP-1 inh = inhibitors of Pseudomonas aeruginosa IMP-1 metallo-beta-lactamase | purified IMP-1, nitrocefin hydrolysis, epi-absorbance fluorescence | inhibition, % at 5.6 µM | actives 0.45% (n = 290,000) | AID 1556;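 active = inhibition above the mean plus 3 SD of all compounds in the same screening run, cut at about 4.5% in these data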;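 also: 0% = IMP-1 with DMSO and 100% = DMSO wells lacking enzyme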
#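 Assay system: purified recombinant IMP-1 beta-lactamase. Input: IMP-1 0.2 nM before substrate addition. Buffer or medium: Zinc- and detergent-supplemented HEPES buffer, pH 7.1. Schedule: 25 °C, 15 min preincubation, 25 min reaction. Signal: Epi-absorbance fluorescence, 480 nm excitation, 530 nm emission. Evaluation: percent inhibition from optical density relative to buffer-blank wells.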
# MEKK3 PB1 HTS = modulators (inhibitors or enhancers) of MEK5 binding to human MEKK3 PB1 domain | Q99759 | bead-based flow cytometry, Alexa488-MEK5 binding to MEKK3; actives lie on both sides; 0 = blocked by unlabeled MEK5, 100 = vehicle | binding response (% of control), % at 10 µM | actives 1.4% (n = 290,000);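 active = binding response more than 3 SD above or below the average of its plate-row segment, actives on both sides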;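 also: Alexa488 bead fluorescence after subtracting the streptavidin-only scavenger bead signal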
# UBC9 SUMO inh = SUMOylation inhibition | inhibition, % at 35 µM | AID 2006 | P63279 | HTRF SUMOylation assay, SAE1/SAE2 + UBC9, in vitro | actives 0.36% (n = 290,000); in the data active = inhibition above about 50%, passing the limit was not always enough; also: strong numbers were not always called active
# VIM-2 inhibitor = inhibitors of Pseudomonas aeruginosa VIM-2 metallo-beta-lactamase. purified VIM-2, nitrocefin hydrolysis, epi-absorbance fluorescence. inhibition, % at 5.6 µM. actives 0.89% (n = 290,000);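 active = inhibition above the mean of all tested compounds plus 3 SD, cutoff set per screening run, cut at about 7.5% in these data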;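 also: red hydrolysis product quenches plate fluorescence so inhibitors raise well fluorescence; 0% = enzyme with DMSO and 100% = DMSO without enzyme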
# HCV NS3 hel inh = inhibitors of Hepatitis C virus NS3 helicase; actives 0.56% (n = 290,000); inhibition, % at 10.9 µM; NS3 helicase DNA unwinding, Cy5 molecular beacon fluorescence;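 active = inhibition above the mean of all tested compounds plus 3 SD, set per campaign, cut at about 35% in these data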;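 also: 0% = DMSO wells and 100% = thioflavine S control wells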
#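 Material: hepatitis C virus NS3 helicase domain fragment enzyme; measured by: Cy5 fluorescence, 0 and 60 min reads; control set: DMSO and thioflavine S; incubation: 60 min unwinding reaction at 25 °C after ATP addition; read-out basis: % inhibition from 60/0 min fluorescence ratio, DMSO 0%, thioflavine S 100%; repeats: singlicate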
# p-CIP stab down = p/CIP protein destabilization; Q05BA5; F442A p/CIP-EGFP cells, EGFP fluorescence, 16 h; decrease of EGFP signal, % at 10 µM; actives 0.01% (n = 290,000);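 active = EGFP signal decrease of at least 30% at 10 µM or well 3 SD below plate mean, unless failing retest; inactive = the rest, including hits failing retest or dose response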; also: some compounds called inactive have numbers as strong as hits; many of its hits are not listed in these tables
# Target sequence (Q05BA5 1-1403): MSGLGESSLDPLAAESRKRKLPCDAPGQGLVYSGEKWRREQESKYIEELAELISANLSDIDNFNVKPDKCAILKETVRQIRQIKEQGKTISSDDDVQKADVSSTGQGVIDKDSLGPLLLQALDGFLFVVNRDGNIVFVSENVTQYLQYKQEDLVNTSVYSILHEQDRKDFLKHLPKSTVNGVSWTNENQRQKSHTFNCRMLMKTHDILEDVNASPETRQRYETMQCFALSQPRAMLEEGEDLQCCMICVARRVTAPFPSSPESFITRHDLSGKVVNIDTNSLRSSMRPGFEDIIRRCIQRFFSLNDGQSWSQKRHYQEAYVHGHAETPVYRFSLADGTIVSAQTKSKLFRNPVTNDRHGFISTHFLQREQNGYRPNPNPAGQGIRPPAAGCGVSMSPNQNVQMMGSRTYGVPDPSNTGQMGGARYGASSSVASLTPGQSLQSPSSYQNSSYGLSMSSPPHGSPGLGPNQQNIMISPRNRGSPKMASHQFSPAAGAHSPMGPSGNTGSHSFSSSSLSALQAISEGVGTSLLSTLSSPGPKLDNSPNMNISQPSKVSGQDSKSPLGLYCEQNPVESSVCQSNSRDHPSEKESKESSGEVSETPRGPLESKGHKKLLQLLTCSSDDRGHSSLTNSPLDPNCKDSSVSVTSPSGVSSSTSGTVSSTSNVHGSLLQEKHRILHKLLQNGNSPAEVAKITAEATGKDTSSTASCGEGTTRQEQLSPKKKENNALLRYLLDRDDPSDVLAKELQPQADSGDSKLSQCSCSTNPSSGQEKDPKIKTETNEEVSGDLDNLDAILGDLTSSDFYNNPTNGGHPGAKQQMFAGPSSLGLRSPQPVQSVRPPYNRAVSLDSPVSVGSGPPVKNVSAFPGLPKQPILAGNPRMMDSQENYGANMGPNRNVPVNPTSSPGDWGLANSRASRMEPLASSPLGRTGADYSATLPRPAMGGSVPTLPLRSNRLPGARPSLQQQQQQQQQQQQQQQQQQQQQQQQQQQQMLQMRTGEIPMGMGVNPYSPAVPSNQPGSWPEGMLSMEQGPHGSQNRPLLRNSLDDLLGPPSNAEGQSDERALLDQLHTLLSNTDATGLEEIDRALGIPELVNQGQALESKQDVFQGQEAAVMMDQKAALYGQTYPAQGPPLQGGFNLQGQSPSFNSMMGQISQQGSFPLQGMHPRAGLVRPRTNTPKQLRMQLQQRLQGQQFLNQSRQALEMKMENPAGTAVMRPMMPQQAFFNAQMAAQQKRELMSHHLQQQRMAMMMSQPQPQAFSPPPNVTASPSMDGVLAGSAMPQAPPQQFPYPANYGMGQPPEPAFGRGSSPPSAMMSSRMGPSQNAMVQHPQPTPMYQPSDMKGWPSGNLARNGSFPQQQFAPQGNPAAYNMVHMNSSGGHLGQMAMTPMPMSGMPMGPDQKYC
# Active calls of the source: *; . = no result given; [ ] = another dose, or the depositor's remark. Some of the compounds tested; the hit share may differ from the screen's.
SMILES,PHOSPHO1 block,IDE act,DNA FID counter,IMP-1 inh,MEKK3 PB1 HTS,UBC9 SUMO inh,VIM-2 inhibitor,HCV NS3 hel inh,p-CIP stab down
COc1ccccc1CN1CCCC(C(=O)N2CCCCC2)C1 (stereo unspecified),36,8,-2,-3.2,100,-3,-3.6,-6,3
CCOC(=O)C1[C@H]2C(=O)N(C(C)c3ccc(OC)cc3)C[C@]23C=C[C@H]1O3 (stereo partly specified),1,3,-3,-0.8,100,-13,0.3,-3,11
N#CC/C(N)=N/Nc1nc2ccccc2nc1Cc1ccccc1,7,7,-27,-5.3,107,-22,-3.2,29,-11
O=C(C1=C[C@@H](c2ccc(Br)cc2)C[C@@H](OCCCCO)O1)N1CCN(Cc2ccc3c(c2)OCO3)CC1,9,6,-30,-2.6,97,-32,-4.1,-32,-13
COc1cccc(/C=C2\SC(=O)N(CCC(=O)NC3CCS(=O)(=O)C3)C2=O)c1 (stereo unspecified),5,1,-18,-1.1,98,25,-1.4,3,-8
Cc1ccoc1C(=O)Nc1ccc2ccccc2c1,19,-2,-6,-1.5,103,7,-1.6,-9,-11
O=C(Cc1ccc(F)cc1)N/N=C/c1ccc(-c2ccc(Cl)c(C(=O)O)c2)o1,-16,-6,-3,-3.3,127,17,-5.1,16,-6
O=[N+]([O-])c1cccc(-c2cn3nc(-c4ccccc4)c(-c4ccccc4)nc3n2)c1,33,1,1,-2.1,91,2,-2.0,-2,-10
COc1ccc(NC(=O)CN(c2ccccc2C)S(C)(=O)=O)c(OC)c1,25,2,-10,-3.0,110,0,-2.5,2,-10
NC(=O)NCCC1=CCCCC1,28,-1,1,-1.5,.,10,-2.6,-2,-12
COc1cc(C(=O)NC(CCSC)C(=O)OCC(=O)NC(=O)C2CCCCC2)cc(OC)c1OC (stereo unspecified),28,1,-16,-2.4,104,-7,-2.2,-16,4
Cn1c(C(=O)O)c(S(=O)(=O)c2ccc(Cl)cc2)c2ccccc21,31,0,-22,-2.0,101,5,-0.4,4,-10
COc1ccc(NC(=O)Cc2c[nH]c3ccccc23)cc1S(=O)(=O)N1CCOCC1,4,-3,-6,-2.4,107,-14,-3.2,-9,18
CS(=O)(=O)N(CC(=O)N1CCN(Cc2ccccc2)CC1)c1ccc2c(c1)OCCO2,-6,7,-13,-0.7,97,-12,-2.0,2,4
O=C(O)COc1ccc(NC(=O)c2ccc3c(c2)C(=O)N(C2CCCCC2)C3=O)cc1,10,-7,-45,-1.3,99,-8,-0.1,3,-9
Cc1cccc(NC(=S)NC(C)C(c2ccccc2)N2CCN(C)CC2)c1C (stereo unspecified),34,5,12,-2.3,102,-8,-3.7,-8,4
CCCc1nc(NCC2CCCO2)c2nnn(Cc3ccccc3)c2n1 (stereo unspecified),-23,1,-21,-6.6,109,8,-4.5,7,35
Cc1[nH]c2ccccc2c(=O)c1CN1CCCCC1,7,9,1,-3.8,100,2,-3.4,6,-1
O=C1C2CCCN2C(c2ccccc2)N1c1ccc(F)cc1 (stereo unspecified),6,4,-1,-0.8,100,-2,-1.3,-1,-4
c1ccc2[nH]c(SCc3cn4ccccc4n3)nc2c1,-21,3,-2,-1.9,97,3,3.2,-9,-12
O=C(c1ccc(Cn2c(=O)[nH]c3ccccc3c2=O)cc1)N1CCN(c2ccccn2)CC1,-9,-4,-23,-0.7,111,-5,-2.6,3,1
COc1ccccc1CNC(=O)[C@H](C)NC(=O)C1CCN(C(=O)[C@@H](N)C(C)C)CC1,13,5,-9,-4.7,99,2,-2.0,-43,10
O=C(C1CCCCC1)N1CCCc2ccccc21,-3,3,-8,1.7,104,-6,-3.8,-1,-8
O=C(Nc1ccc(N2CCCCC2)cc1)c1ccc([N+](=O)[O-])o1,4,9,-12,-3.6,102,5,-2.2,19,-7
CCOc1ccc(CCNC(=O)c2cnc(C)cn2)cc1OCC,18,-3,-30,-3.7,101,-4,-1.9,4,-10
# More structures
SMILES,PHOSPHO1 block,IDE act,DNA FID counter,IMP-1 inh,MEKK3 PB1 HTS,UBC9 SUMO inh,VIM-2 inhibitor,HCV NS3 hel inh,p-CIP stab down
COc1cccc(N2C(=O)N(c3ccccc3Cl)C3CS(=O)(=O)CC32)c1 (stereo unspecified),14,-5,-4,-0.8,107,-11,-1.3,-7,-1
O=C(COc1ccccc1-c1ccccc1)N/N=C/c1cccnc1,-20,2,-19,-2.9,108,17,-2.0,-12,2
Cc1ccc(S(=O)(=O)Nc2ccccc2C=Nc2cccc(C)c2C)cc1,-3,2,8,-1.1,103,11,-1.2,13,6
Cc1ccc(S(=O)(=O)N2CCN(S(=O)(=O)c3ccc4c(c3)OCCO4)CC2)cc1,13,4,1,-0.7,102,8,-1.7,-7,8
COCCN(C(=S)Nc1c(C)cc(C)cc1C)C(C)c1cccnc1 (stereo unspecified),-4,-3,-2,-1.7,100,25,-2.4,-9,-6
O=C(COC(=O)c1cccs1)NCC1CCCCC1,32,1,-7,-1.4,98,-4,-1.0,3,4
Cc1ccc2nc(NC(=O)C3CCCN3C(=O)OC(C)(C)C)sc2c1 (stereo unspecified),20,-5,-25,-5.6,101,6,-0.5,-4,-8
Cc1ccc(Oc2nc(CN3CCOCC3)nc3sc4c(c23)CCC(C)C4)cc1C (stereo unspecified),-2,4,2,0.0,95,-25,0.5,4,-10
O=C(CCC(=O)N1CCSc2ccccc21)Nc1ccc(F)cc1,-37,5,-24,-0.3,97,14,0.3,19,-9
COc1ccc(C2=NN(C(=O)CCC(=O)O)C(c3cccs3)C2)cc1OC (stereo unspecified),43,4,-38,-1.1,97,17,0.6,7,5
NC(=O)CCNC(=O)c1ccc(Cl)cc1,6,-7,4,0.0,107,2,0.5,6,-2
O=C(Nc1cnn(Cc2ccc(F)cc2)c1)c1cnccn1,-14,2,1,-6.0,105,-2,-1.8,6,-1
C=C(CCC(=O)c1ccccc1)C(=O)c1ccccc1,-9,2,-6,-3.5,100,-6,-3.7,-16,1
COc1ccc(NC(=O)N(C2CCCCC2)C(C)c2cccnc2)c(OC)c1 (stereo unspecified),0,2,-6,-0.2,91,-2,-1.3,31,-8
CCOC(=O)Cn1cc(Cl)c(=O)c(Cl)c1,17,-2,-1,-2.0,96,15,-3.7,-4,2
CCCC(=O)Nc1ccccc1Sc1ncnc2scc(-c3ccccc3)c12,0,4,-8,-4.0,101,-4,-0.3,-6,-4
COc1ccc(C(=O)c2cc3ccc(O)cc3oc2=O)cc1,0,0,-10,0.9,106,28,-5.0,-8,-7
Cc1csc(/N=C/N(C)C)c1C#N,20,-2,-3,-2.0,110,3,0.9,-1,0
Cc1nnc(SCCC(=O)Nc2ccc(Cl)cc2)o1,14,-1,-4,-3.3,109,3,-1.7,-2,5
COc1ccc(C(CC(=O)N2CCN(c3ccccc3)CC2)c2c(OC)cc(OC)c3ccc(=O)oc23)cc1 (stereo unspecified),18,5,.,.,104,12,.,.,-13
CC1CCN(C(=O)C(NS(=O)(=O)c2cccc3nsnc23)c2ccccc2)CC1 (stereo unspecified),34,7,-13,-2.0,103,-3,-1.9,0,7
COc1ccc(/C=N/N=C/c2ccc(OC)cc2)cc1,44,5,-10,-2.4,110,7,-0.4,-10,-8
CCOc1cc(CNCc2ccccc2)ccc1OCc1ccc(Cl)cc1,28,2,46*,1.2,99,-30,-1.6,-76,-6
CN1CCN(S(=O)(=O)c2ccc(NC(=O)Cc3cccs3)cc2)CC1,-18,-6,12,-5.1,98,-2,-5.2,2,-5
CC(C)OCCCNC(=O)c1cc2c(=O)n(C)c3ccccc3c2n1C,-11,-4,-26,0.2,91,-1,10*,-2,-8
# Later entries:
SMILES,PHOSPHO1 block,IDE act,DNA FID counter,IMP-1 inh,MEKK3 PB1 HTS,UBC9 SUMO inh,VIM-2 inhibitor,HCV NS3 hel inh,p-CIP stab down
Cc1cnc(C(=O)NCc2ccc(F)cc2)cn1,17,4,-4,-2.4,101,-3,-4.8,8,2
CCOc1ncccc1C(=O)OCC(=O)c1ccc(F)cc1,20,1,-7,-1.3,102,8,-2.5,-8,2
CCC(c1nnc(SCC(=O)Nc2ccc(C(=O)Nc3ccccc3OC)cc2)o1)N(C)C (stereo unspecified),26,7,-5,-3.1,102,-17,-3.5,5,6
O=C(NC1CCCCC1)c1cccc(COCC(F)(F)F)c1,-45,3,-14,-1.5,95,5,-5.7,10,-10
O=S1(=O)C=C(SCc2cccc(Cl)c2)Nc2ccccc21,42,0,-2,-3.0,.,15,-2.7,6,3
CCn1c(SCc2nc(-c3ccccc3)no2)nnc1-c1cccs1,13,1,-34,3.8,93,8,1.2,9,-6
COCCn1c(=O)c2c(nc3n2CCN3c2ccc(C)cc2)n(C)c1=O,18,.,-1,-1.9,94,21,-2.1,3,0
CC(=O)N1[C@H](C)C=C[C@]1(Cc1ccccc1)C(=O)NCc1cc(F)cc(C(F)(F)F)c1,-14,3,-28,-3.7,86,-27,-2.5,-3,-5
O=C(NC1CCCCC1)C1CCN(C(=O)c2ccc(Cl)cc2)CC1,22,1,-36,-7.1,101,6,-4.6,3,-2
CSc1ccccc1C(=O)Nc1ccc2c(c1)OCO2,30,-1,0,-3.0,104,-1,-2.8,3,13
Cc1cc(N2CCN(Cc3nc(-c4ccc(Cl)cc4)oc3C)CC2)cc(C)n1,18,-1,8,-3.6,103,-2,-3.0,-14,-3
COc1ccccc1NS(=O)(=O)c1ccc(O)c(C(=O)OCC(=O)N2c3ccccc3CC2C)c1 (stereo unspecified),-18,-3,-13,-1.0,95,-4,-1.4,12,1
COC(=O)c1sccc1NC(=O)Nc1ccccc1OC,34,1,-12,-2.2,104,10,1.0,-7,-2
O=C(COC(=O)c1n[nH]c2ccccc12)NC(=O)NC1CCCC1,-3,5,-16,-6.4,105,-2,-0.4,5,-5
COc1ccc(-c2cc(C(=O)N3CCOCC3)no2)cc1OC,8,5,-7,-3.8,105,23,-3.3,4,-3
Cc1cccc(NC(=S)N2CCC(c3nc4ccccc4o3)CC2)c1,23,-2,-11,-2.9,105,8,-1.8,3,2
CCC(=O)c1ccccc1OCCN1CCN(Cc2ccccc2)CC1,-7,2,22,-0.5,96,-3,-0.5,-6,3
CCOC(=O)NC(=O)CSc1nnnn1-c1ccc(C)cc1,1,2,-2,-2.3,2.0*[inhibitor],12,-1.0,0,-7
